From PubChem
All columns: NCI-60 one-dose screen, growth in % after 48 h at 10 µM unless noted; 100 = growth as untreated, 0 = no growth, -100 = all killed.
HCT-116: HCT-116 colon cancer | 82,000 tested, 7.3% active
KM12: KM12 colon cancer cells | 82,000 tested, 5% active
SW-620: SW-620 colon cancer; 82,000 tested, 5.2% active; AID 1794795
HCC-2998: HCC-2998 colon cancer. 79,000 tested, 4.7% active
HT29: HT29 colon cancer; 81,000 tested, 7.4% active; AID 1794748
SNB-19: SNB-19 CNS cancer cells. 81,000 tested, 2.5% active
SF-268: SF-268 CNS cancer cells; 82,000 tested, 3.1% active; AID 1794759
SNB-75: SNB-75 CNS cancer | 79,000 tested, 5% active | AID 1794750
HCT-15: HCT-15 colon cancer; 82,000 tested, 5.2% active
Numbers without * were called inactive; . = no result given; & = joins results of further samples. The calls were made as follows: active = growth percent below 10; inactive = the rest.

Fields: HCT-116	KM12	SW-620	HCC-2998	HT29	SNB-19	SF-268	SNB-75	HCT-15
> COc1ccc(-c2nc(SCCC(C)C)nc(Nc3ccc(C)cc3)c2C#N)cc1
→ 58	98	81	106	91	95	99	91	89
> Nc1nc2ccccc2c(=O)[nH]1
→ 108	103	101	110	112	95	103	101	102
> CCN(Cc1ccc(S(=O)(=O)O)cc1)c1cccc(C)c1
→ 91	102	98	104	99	98	114	.	102
> O=Cc1c(-c2ccccc2)nc2sc(-c3c[nH]c4ccccc34)nn12
→ 85	76	102	105	84	83	107	85	70
> N=Nc1nc2nc(O)c(O)n2[nH]1
→ 103	101	105	115	107	101	102	98	102
> CCOC(=O)c1c2c(n3ccc(NC(=O)CCN4CCCC4)cc13)C(=O)c1ncccc1C2=O
→ -83*	-89*	-83*	-83*	-53*	-55*	-68*	-97*	-78*
> COC(=O)C1CCCN1C(=O)CNC(=O)OC(C)(C)C (stereo not drawn)
→ 102	104	104	102	100	101	96	95	97
> Cc1cc(C)n2nc(N)nc2n1
→ 108	111	105	102	102	110	107	103	101
> CC=C1C=C(C(C)(C)C)C(=O)C(C(C)(C)C)=C1
→ 98&104	106&103	97&108	101&90	103&106	88	108&108	90&103	107&111
> Cc1nn(-c2ccc(C#N)cc2)c(C)c1N=Nc1ccccc1
→ 94	95	106	105	92	95	97	91	105
> Cc1ccc(NC(=O)c2ccccc2C)cc1
→ 103	105	107	102	100	111	105	93	96
> NS(=O)(=O)c1ccc(N=Nc2c(O)n(CC(=O)Nc3ccccc3)c3ccccc23)cc1
→ -45*	14	-17*	13	2.4*	20	75	42	16
> CC(=O)Nc1ccc(-c2ccc3c(c2)NC(=O)/C3=C\c2ccc[nH]2)cc1
→ 104	45	96	104	91	104	92	111	93
> COc1ccc2nc(N)sc2c1
→ 107	116	.	106	110	105	106	70	112
> N#Cc1cnn(-c2ccc(-c3ccc(Cl)cc3)nn2)c1N
→ 88	99	104	97	92	106	98	107	103
> COc1ccc(C(=O)/C=C/c2cn(-c3ccccc3)nc2-c2cccc(Nc3ccnc4cc(Cl)ccc34)c2)cc1
→ 92	95	98	109	104	93	89	99	101
> O=C(CCCCCCC(=O)Nc1ccc(-c2csc3c(=O)cc(N4CCOCC4)oc23)cc1)NO
→ 89	89	86	107	91	90	92	78	100
> Cc1ccc(C2=Nn3c(C)nnc3SC2)cc1
→ 102	98	100	98	105	89	89	82	93
> COC(=O)c1ccccc1OCc1cc(=O)oc2ccc(C)cc12
→ 99	102	106	93	94	95	103	90	101
> NC(=O)c1ccc[n+](Cc2ccccc2)c1
→ 100	102	102	102	101	106	107	95	97

Overlap with the part before: 2 compounds; new compounds follow.
Fields: HCT-116	KM12	SW-620	HCC-2998	HT29	SNB-19	SF-268	SNB-75	HCT-15
> COC(=O)c1ccccc1OCc1cc(=O)oc2ccc(C)cc12
→ 99	102	106	93	94	95	103	90	101
> NC(=O)c1ccc[n+](Cc2ccccc2)c1
→ 100	102	102	102	101	106	107	95	97
> Cc1cc(C)cc(OCC(=O)O)c1
→ 97	110	109	102	119	97	114	95	94
> NC(=O)c1cccc(-n2ccc3cc(NC(=O)Nc4cccc(C(F)(F)F)c4)ccc32)n1
→ 83	28	99	113	78	72	93	85	80
> C[n+]1c(-c2ccccc2)c2cc(N)ccc2c2ccccc21
→ 30	19	41	41	32	-2.7*	-6.9*	-0.8*	101
> CC12CC[C@@H]3[C@]4(C)COC(c5cn[nH]c5-c5cccc(Cl)c5)O[C@@H]4CC[C@@]3(C)[C@@H]1CC(C1=CCOC1=O)O2 (stereo partly drawn)
→ 19	18	51	41	28	57	46	.	35
> Cc1ccc(N/C=C/C(=O)O)nc1
→ 97	107	110	97	104	93	107	102	102
> COC(=O)c1nc2c(cnn2-c2nnc3n(-c4ccccc4)c(=O)/c(=C\c4ccc(OC)cc4)n23)c(N)c1C(=O)OC
→ 100	100	99	103	104	96	90	78	99
> Clc1ccc(-n2cnc3c(Nc4ccccn4)nc(Cl)nc32)c(Cl)c1
→ 99	100	106	102	109	96	101	104	92
> COc1cc(/C=N/NC(=O)CN2c3ccccc3Sc3ccccc32)cc(OC)c1OC
→ 90	100	92	106	105	92	90	103	95
> CCOC(=O)c1cnc2ccccc2c1Nc1cccc(S(=O)(=O)NC)c1
→ 96	78	97	103	92	92	85	56	87
> NC(=O)c1nnn(Cc2ccccc2)c1N
→ 107	106	105	135	108	106	103	96	99
> Nc1[nH]c(=O)n(Cc2ccccc2)c(=O)c1Cc1ccccc1
→ 94	95	100	108	101	93	94	66	100
> Nc1no[n+]([O-])c1-c1csc(-n2nc(-c3ccccc3)cc2-c2ccccc2)n1
→ 91	103	108	114	104	96	98	.	97
> CCN(CC)CC[n+]1cc2cc(OC)c(OC)cc2c2ccc3cc4c(cc3c21)OCO4
→ -83*	-82*	10.0*	19	-50*	14	-16*	3.6*	33
> N/C(=N\c1nc2ccccc2o1)NC(=O)Nc1ccccc1
→ 99	102	99	105	102	96	106	86	94
> N#Cc1c(Cl)nc(SCC(=O)N2CCN(c3cc4c(cc3F)c(=O)c(C(=O)O)cn4C3CC3)CC2)nc1-c1ccccc1
→ 102	103	97	99	105	98	90	91	102
> Cn1c(=O)c2c(nc(Br)n2CC(=O)Nc2cccc3ccccc23)n(C)c1=O
→ 105	96	95	107	106	93	94	89	104
> Nc1nn(-c2ccccc2)c2nc(=S)[nH]c(-c3ccc(Cl)cc3)c12
→ 104	105	98	101	108	95	101	98	104
> O=C(CCN1C(=O)/C(=C/c2ccc(F)cc2)SC1=S)N1CCOCC1
→ 56	76	62	113	79	88	87	98	55
> CCCCn1c(=O)c(/C=C/C(=O)/C=C2/CC(c3cc4cc(C)ccc4n(CCCC)c3=O)Nc3ccccc3N2)cc2cc(C)ccc21 (stereo not drawn)
→ 93	97	100	101	99	101	98	95	101
> NS(=O)(=O)c1ccc(NC2Nc3nc4ccccc4nc3S2)cc1 (stereo not drawn)
→ 101	103	104	111	105	98	101	102	95

Compounds from the list above that have a cyano group, in the order listed:
Fields: HCT-116	KM12	SW-620	HCC-2998	HT29	SNB-19	SF-268	SNB-75	HCT-15
> COc1ccc(-c2nc(SCCC(C)C)nc(Nc3ccc(C)cc3)c2C#N)cc1
→ 58	98	81	106	91	95	99	91	89
> Cc1nn(-c2ccc(C#N)cc2)c(C)c1N=Nc1ccccc1
→ 94	95	106	105	92	95	97	91	105
> N#Cc1cnn(-c2ccc(-c3ccc(Cl)cc3)nn2)c1N
→ 88	99	104	97	92	106	98	107	103
> N#Cc1c(Cl)nc(SCC(=O)N2CCN(c3cc4c(cc3F)c(=O)c(C(=O)O)cn4C3CC3)CC2)nc1-c1ccccc1
→ 102	103	97	99	105	98	90	91	102

The listing continues.
Fields: HCT-116	KM12	SW-620	HCC-2998	HT29	SNB-19	SF-268	SNB-75	HCT-15
> CN(C)CCCOS(=O)C(c1ccccc1)c1ccccc1 (stereo not drawn)
→ 104	104	102	105	95	107	99	95	103
> CCCCCCCCCCCCCCCC(N)c1ccccc1 (stereo not drawn)
→ -100*	-75*	-49*	-98*	-65*	24	-39*	66	-74*
> Cc1ccc(-c2cc(Cc3cccs3)c(=O)n(Cn3cnc4c(N)ncnc43)n2)cc1
→ 106	113	109	109	.	93	117	102	.
> Nc1nc(N)nc(SCC(=O)O)n1
→ 105	105	108	119	108	106	106	85	121
> O=C(COc1ccc(/C=C2\CCc3ccccc3C2=O)cc1)c1ccc([N+](=O)[O-])cc1
→ 91	112	109	102	107	103	95	113	108
> CCCCn1cnc2c(=S)nc[nH]c21
→ 110	118	105	109	125	95	121	97	113
> CCOC(=O)C1=C(c2ccccc2)N=C2SC=C(c3ccc(Cl)cc3)N2C1c1ccc(Br)cc1 (stereo not drawn)
→ 65	78	79	91	82	85	77	82	81
> COC(=O)[C@]12CCC(C)(C)C[C@H]1[C@H]1C(=O)C[C@@H]3[C@@](C)(CCC#N)[C@H](C(C)=O)CC[C@@]3(C)[C@]1(C)CC2
→ 94	99	102	113	92	93	96	77	104
> CC#CCO[C@H]1Cc2cc3ccc(=O)oc3cc2OC1(C)C
→ 95	102	99	111	103	98	98	86	107
> CCOC(=O)CC1CCCCC1
→ 106	119	99	118	102	96	103	75	.
> Nc1c(C(=O)O)[nH]c(=O)[nH]c1=O
→ 97	106	108	105	93	104	99	98	104
> O=C(Nc1ccc(Cl)cc1F)c1cc(Cl)ccc1O
→ -25*	-24*	5.9*	8.5*	19	14	7.7*	-6.9*	-5.0*
> N#CCC(=O)NC(=S)Nc1ccc(S(=O)(=O)Nc2ccc(Cl)nn2)cc1
→ 97	107	96	100	98	96	101	96	94
> CCCCC[C@H](O)c1ccccc1[C@@H]1O[C@@H](CCC(=O)OC)[C@H](O)[C@H]1O
→ 108	99	96	113	91	105	98	98	99
> O=C(Nc1ccc(-n2ccc3c(NC(=O)c4ccccc4)ncnc32)cc1)Nc1ccc(Cl)c(Cl)c1
→ -83*	-8.6*	-2.6*	33	-58*	16	-21*	-5.8*	0.7*
> COc1ccc2cc(C(C)C(=O)Nc3ccc(C(=O)Nc4ccc(S(N)(=O)=O)cc4)cc3)ccc2c1 (stereo not drawn)
→ 105	107	101	.	109	106	93	91	109
> Cc1c(-c2csc3nnc(-c4ccccc4)n23)no[n+]1[O-]
→ 100	102	98	106	112	97	97	75	102
> c1ccc2c(CCc3ccncc3)c[nH]c2c1
→ 87	97	97	108	77	99	87	98	93
> Cc1ccc(-c2nc3cc4nc5ccccc5nc4cc3n2CC(=O)NN)cc1
→ 86	102	112	111	103	112	94	100	105
> COC(=O)C1=Nc2ccc(F)cc2/C1=C\c1sc(Nc2ccc(O)cc2)nc1O
→ 64	49	66	79	106	46	60	34	74

A draw from above in order of formula weight, high to low:
Fields: HCT-116	KM12	SW-620	HCC-2998	HT29	SNB-19	SF-268	SNB-75	HCT-15
> Cc1c(-c2csc3nnc(-c4ccccc4)n23)no[n+]1[O-]
→ 100	102	98	106	112	97	97	75	102
> Nc1c(C(=O)O)[nH]c(=O)[nH]c1=O
→ 97	106	108	105	93	104	99	98	104
> CCOC(=O)CC1CCCCC1
→ 106	119	99	118	102	96	103	75	.

(next part)
Fields: HCT-116	KM12	SW-620	HCC-2998	HT29	SNB-19	SF-268	SNB-75	HCT-15
> CC(=O)Oc1csc(N(C(C)=O)c2ccc(Cl)cc2Cl)n1
→ 86	100	98	96	104	97	95	.	100
> O=C(/C=C/c1ccc([N+](=O)[O-])cc1)c1cccc(OCCCOc2cccc(C(=O)/C=C/c3ccc([N+](=O)[O-])cc3)c2)c1
→ 94	107	103	108	109	105	102	99	103
> CCN(CC)c1ccc(C=O)cc1
→ 101	114	112	104	109	114	102	87	110
> CCN(CC)c1ccc(N=Cc2ccc(N(C)C)cc2)cc1
→ 85	107	107	104	104	97	97	85	101
> CN(C)CCOC(=O)Nc1c(Cl)cccc1Cl
→ 102	112	103	107	106	103	110	96	104
> CN1CCC(OC(c2ccccc2)c2ccc(Cl)cc2)C1 (stereo not drawn)
→ 87	104	105	.	89	109	92	76	92
> COc1ccc(-c2ccc(=O)oc2C#Cc2cc(OC)c(OC)c(OC)c2)cc1O
→ -30*	3.1*	-30*	221	-9.4*	11	20	-13*	22
> O=C(O)c1cnccn1
→ 102	109	116	99	104	95	108	98	107
> Clc1ccc2c(c1)C1CC(c3ccccc3)=NN1C(c1ccncc1)O2 (stereo not drawn)
→ 84	84	96	101	106	85	75	83	76
> Oc1ccc(C2=N/C(=N\c3[nH]c(-c4ccc(O)cc4)cc3-c3ccccc3)C(c3ccccc3)=C2)cc1
→ 93	103	91	110	109	98	97	80	91
> CC1=CC(=O)C=CC1(C)C(Cl)(Cl)Cl (stereo not drawn)
→ 90	108	97	99	83	92	107	109	97
> Cc1c(C)c(C)c(C)c(C)c1C
→ 107	97	100	120	108	97	86	95	92
